# From PubChem BioAssay
# CHT inh = inhibits the human high affinity choline transporter; AID 488975; Q9GZV3; B-score at 10 µM; CHT-expressing cells, membrane potential dye, choline response; stronger effect = lower value; 310,000 tested, 0.86% active;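 active = B-score over 3 SD under the library average, and starting fluorescence ratio not unusually high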;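 note: choline stimulus applied at its EC90 after an EC20 pre-addition; B-score computed on integrated fluorescence ratio after choline addition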
# Target sequence (Q9GZV3 whole entry, looked up): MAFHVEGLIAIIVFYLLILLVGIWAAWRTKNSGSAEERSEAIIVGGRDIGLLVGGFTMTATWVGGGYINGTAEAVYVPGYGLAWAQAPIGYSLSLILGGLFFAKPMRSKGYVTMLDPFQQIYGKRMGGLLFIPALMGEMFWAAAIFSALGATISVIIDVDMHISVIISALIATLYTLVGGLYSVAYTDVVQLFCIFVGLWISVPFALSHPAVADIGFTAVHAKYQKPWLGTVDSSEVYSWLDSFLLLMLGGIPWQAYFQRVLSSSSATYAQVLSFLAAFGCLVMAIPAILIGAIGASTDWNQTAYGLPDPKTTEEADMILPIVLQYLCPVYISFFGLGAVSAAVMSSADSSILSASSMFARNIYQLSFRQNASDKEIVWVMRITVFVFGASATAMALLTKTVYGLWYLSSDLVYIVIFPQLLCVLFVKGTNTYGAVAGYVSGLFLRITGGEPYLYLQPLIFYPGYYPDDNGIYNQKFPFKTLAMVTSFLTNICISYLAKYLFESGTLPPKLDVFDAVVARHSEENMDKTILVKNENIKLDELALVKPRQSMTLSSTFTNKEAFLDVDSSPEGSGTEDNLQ
# Kir21 inh = blocks the mouse Kir2.1 inward-rectifier potassium channel; P35561; HEK293-Kir2.1, FluxOR thallium flux fluorescence; stronger effect = lower value; B-score at 10 µM; 310,000 tested, 0.85% active; AID 1672;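 active = fluorescence ratio B-score at or below minus 3 SD of library scores, with starting-brightness B-score within 2 SD, cut at about -4.2 in these data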;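 note: channel flux triggered by added potassium and thallium sulfate stimulus; B-score of peak minus minimum fluorescence over baseline after thallium stimulus; more negative B-score means stronger Kir2.1 block with less thallium influx; some compounds called inactive have numbers as strong as hits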
# Target sequence (P35561 whole entry, looked up): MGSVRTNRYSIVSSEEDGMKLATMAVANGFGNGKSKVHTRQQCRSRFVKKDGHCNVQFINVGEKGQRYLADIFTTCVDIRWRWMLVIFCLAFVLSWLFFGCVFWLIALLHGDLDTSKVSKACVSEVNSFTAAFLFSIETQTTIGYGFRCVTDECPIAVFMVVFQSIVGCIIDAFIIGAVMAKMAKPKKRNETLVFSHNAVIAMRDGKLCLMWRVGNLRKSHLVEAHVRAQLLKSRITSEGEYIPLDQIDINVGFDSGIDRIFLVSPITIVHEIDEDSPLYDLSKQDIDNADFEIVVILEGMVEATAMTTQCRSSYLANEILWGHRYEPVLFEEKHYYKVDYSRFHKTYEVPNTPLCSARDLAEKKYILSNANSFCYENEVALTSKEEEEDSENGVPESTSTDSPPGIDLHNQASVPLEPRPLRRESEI
# Starred values were filed as active, the others as inactive; i = inactive; x = not tested or not shown; ! = not active in a repeat. Rows were taken by chance; any-hit rate near 1.6%.
Structure	Kir21 inh	CHT inh
CCOC(=O)/C(C(C)=O)=C1\OC(=O)c2ccccc21	0	i
Cc1ccc(SC(c2ccc(C)cc2)C(Cn2cncn2)C(=O)c2ccccc2)cc1 (stereo not given)	0.55	i
CCOC(=O)c1c(C)[nH]c(C)c1S(=O)(=O)N1CCN(c2cccc(C)c2)C(C)C1 (stereo not given)	0.06	i
Cc1ccnc(N2CCCC(C(=O)NC3CC3)C2)n1 (stereo not given)	0.69	i
COc1ccc(C(=O)Nc2nnc(S(=O)(=O)N(C)Cc3ccccc3)s2)cc1	-0.65	i
COC(=O)c1ccc(CN2CCN(CCc3ccccc3)C(CCO)C2)cc1 (stereo not given)	-0.15	i
COc1cccc(C2NC(CCSC)(C(=O)O)C3C(=O)N(C(C)C)C(=O)C23)c1O (stereo not given)	0.5	i
O=S(=O)(Nc1cccnc1Cl)c1ccc(-c2ccccc2)cc1	-1.19	i
COC(=O)c1ccc(CSc2nc3c(c(=O)n2-c2ccc(Br)cc2)SCC3)o1	-0.67	i
CN(C)S(=O)(=O)c1cccc(NC(=O)COC(=O)c2cccn2C)c1	-0.08	i
NC(=O)C1CCN(Cc2nc3cc(C(F)(F)F)ccc3c(=O)[nH]2)CC1	0.38	i
O=C(COc1coc(CN2CCc3ccccc3C2)cc1=O)Nc1ccc(F)cc1	0.91	i
CCCOc1ccc(C(=O)N2CCCC2)cc1OC	-0.57	i
CC(C)CCN(C(=S)Nc1cccc(C(F)(F)F)c1)C(C)c1ccccn1 (stereo not given)	-2.1	i
O=[N+]([O-])c1cccc(C(=NCc2ccccc2)NO)c1	-0.1	i
CC(NC(=O)c1cc2c(s1)CS(=O)(=O)C2)c1ccccc1 (stereo not given)	-1.27	i
Cc1cc(-n2c(C)cc(C(=O)CCl)c2C)no1	0.35	i
O=C(COC(=O)CCN1C(=O)/C(=C\C=C\c2ccccc2)SC1=S)Nc1cc(F)ccc1F	0.02	i
Cc1ccc(NC(=S)NCc2ccc(F)cc2)c(C)c1	0.47	i
COc1ccc(NC(=O)c2oc3ccccc3c2NC(=O)C2CC2)c(OC)c1	0.34	i
CNc1nnc(Sc2ncccc2[N+](=O)[O-])s1	0.69	i
CCc1ccc(OCC(=O)N/N=C(\C)c2ccc3c(c2)OCCO3)cc1	1.63	i
O=C(COc1ccccc1)N/N=C/c1cc2c(cc1[N+](=O)[O-])OCO2	1.5	i
O=C(O)C(O)Cc1c[nH]c2ccccc12 (stereo not given)	x	i
COc1ccc(C)cc1NS(=O)(=O)c1ccc2c(c1)N(C(C)=O)CCO2	-0.92	i
CC1CN(C(=O)c2ccncc2)CC(C)O1 (stereo not given)	0.84	i
Cc1ccc(NC(=O)NC(=O)CSc2nnc(-c3ccc(OC(F)F)cc3)n2N)c(C)c1	-0.67	i
Cc1ccc(CN(CC(=O)NC2CCCC2)C(=O)c2csnn2)cc1	0.08	i
C/C(Cn1cnc([N+](=O)[O-])n1)=N\NC(=O)c1ccccc1	-0.94	i
Cc1cccc(NC(=O)c2sc3nc(-c4ccccc4)cn3c2C)n1	-0.02	i

# Some of these compounds in order of molecular weight, high to low.
Structure	Kir21 inh	CHT inh
Cc1cccc(NC(=O)c2sc3nc(-c4ccccc4)cn3c2C)n1	-0.02	i
Cc1ccc(NC(=S)NCc2ccc(F)cc2)c(C)c1	0.47	i
CCOC(=O)/C(C(C)=O)=C1\OC(=O)c2ccccc21	0	i

# Later entries
Structure	Kir21 inh	CHT inh
Cn1c(CCNC(=O)c2ccco2)nc2ccccc21	-0.09	i
CN(CCCN1CCOCC1)C(=O)c1ccc2nc(Cc3cccc(Cl)c3)oc2c1	-1.22	i
COc1ccc(CN2CCN(C(=O)c3ccc(-c4ccccc4)cc3)CC2)c(OC)c1OC	-1.96	i
CCCS(=O)(=O)c1nnnn1-c1cccc(OC)c1	-2.92	i
COc1ccccc1C(=O)NCC(=O)OC(C)C(=O)NC(=O)NC1CCCCC1 (stereo not given)	0.02	i
OCCN1CCN(C2Cc3cc(Cl)ccc3Sc3ccc(Cl)cc32)CC1 (stereo not given) (tested in a mixture with another compound)	-2.05	i
CC(C)CCOc1ccccc1C(N)=O	-0.03	i
Cc1ccc(OCC(=O)Nn2c(C)nc3ccccc3c2=O)c(C(C)C)c1	0.12	i
Clc1ccc(C[n+]2cc(-c3ccccc3)n3c2CCCCC3)c(Cl)c1	-1.19	i
CC(C)Oc1ccc(CCC(=O)NNC(=S)NCc2ccccc2)cc1	-0.01	i
CCC1(c2ccccc2)NC(=O)N(CC(=O)Nc2ccccc2N2CCCCC2)C1=O (stereo not given)	0.27	i
CS(=O)(=O)N1CCN(c2ccccc2NC(=O)c2cccc3ccccc23)CC1	1.19	i
CCOc1ccccc1C(C(=O)NC1CCCC1)N(C(=O)c1csnn1)C1CC1 (stereo not given)	-1.5	i
COc1ccc(C2CC(c3ccc(Cl)cc3Cl)Nc3nc(N)nn32)cc1OC (stereo not given)	1.33	i
O=C(CCSc1nnc(-c2ccncc2)o1)Nc1ccc(F)cc1	-2.25	i
CC(=O)c1cccc(NC(=O)NCc2ccccn2)c1	-0.13	i
CCn1c(CNc2ccc(Cl)cc2)nnc1SCc1ccc(C)cc1	-3.17	i
O=C1C2CC=CCC2C(=O)N1Cc1nnc(-c2ccccc2Br)o1 (stereo not given)	-0.83	i
CCCCOc1ccc(C(=O)NCC(=O)NC2CCN(Cc3ccccc3)CC2)cc1	0.01	i
Cc1ccc2cc(CN(CC3CCCO3)S(=O)(=O)c3cccc4nsnc34)c(=O)[nH]c2c1 (stereo not given)	1.4	i
CCOC(=O)N1CCN(c2nc(SC)nc3sc4c(c23)CC(C)(C)OC4)CC1	0.19	i
O=C(NCCc1ccc(Cl)cc1)C1CC(=O)N(C2CCCCC2)C1 (stereo not given)	-0.01	i
C/C(=N/OCC(=O)Nc1ccc(C)cc1C)c1cccs1	0.47	i
CN(Cc1ccccc1)C(=O)COc1ccc(C(C)(C)C)cc1	-0.79	i
COc1ccc(O)c(/C=C(\C#N)C(=O)Nc2ccccn2)c1	-0.46	x
COc1ccc(OC)c(NC(=O)CCCNC(=O)Cn2cnc3sc(C)c(C)c3c2=O)c1	0.03	i
Cn1cnnc1SCC(=O)Nc1ccc2nc(SCc3ccccc3F)sc2c1	2.3	i
COC(=O)c1cc(C)cc(=O)o1	-0.01	i
Cc1ccsc1-c1nc(CSCC(=O)NCc2ccc3c(c2)OCO3)c(C)o1	-1.27	i
CCCN1CC(=O)N2Cc3[nH]c4ccccc4c3C[C@H]2C1=O	-0.04	i

# The list goes on:
Structure	Kir21 inh	CHT inh
CC(Cc1cccs1)NC(=O)Nc1ccc(F)cc1 (stereo not given)	0.29	i
Cn1c(=O)c2c([nH]c(=S)n2CCCc2ccccc2)n(C)c1=O	-1.62	i
Cc1noc(NS(=O)(=O)c2ccc(NC(=O)c3cc(-c4ccccc4Cl)nc4ccccc34)cc2)c1C	2.51	i
CCCCCN(C(=O)CCC(=O)OCC(=O)N(C)Cc1ccccc1C)c1c(N)n(CCCC)c(=O)[nH]c1=O	1.17	i
C(=C\c1ccccc1)/C=N/Nc1ccc2nncn2n1	1.11	i
CCC(=O)c1cn(CC(=O)OC)c2ccccc12	-0.1	i
CC(NC(=O)COC(=O)/C=C/c1ccco1)c1ccccc1 (stereo not given)	-0.19	i
CCC(CC)C(=O)c1c[nH]c(C(=O)NCc2ccc(F)cc2)c1	-1.08	i
CC(=O)c1cnc(Nc2nc(C)c3ccc(C)cc3n2)nc1C	0.19	i
Cc1ccc(C(c2nnnn2C2CCCC2)N2CCN3CCCC3C2)cc1 (stereo not given)	-1.6	i
CSc1nc(C)cc(Oc2ccc(OCC(N)=O)nn2)n1	0.47	i
Cc1cccc(Oc2nc(-c3ccccc3)cc(C)c2S(C)(=O)=O)c1C	0.07	i
O=C(CCCc1c[nH]c2ccccc12)NCc1ccccc1F	-0.82	i
CCc1c(C)nc(SCCOc2ccc(OC(C)C)cc2)[nH]c1=O	-0.42	i
COc1ccc(-c2[nH]ncc2CNC(C)c2ccccc2Cl)cc1F (stereo not given)	-7.29*	i
CCOc1ccccc1OCCC(=O)Nc1ccc(F)c(Cl)c1	-0.31	i
CCN(CC)C(=O)COc1ccc(S(=O)(=O)N2CCCC2)cc1	-0.18	i
Cc1ccc(NC(=O)NNC(=O)CN2C(=O)COc3ccccc32)cc1	-0.67	i
CC(C)c1ccccc1NC(=S)NCC1(N(C)C)CCCCC1	0.64	i
CCOC(=O)C(C)n1ncn2cccc2c1=O (stereo not given)	1.38	i
O=C(Cn1cc2c(n1)CCCC2)N1CCc2ccccc21	1.75	i
CCc1c(C)sc(NC(=O)/C=C/C(=O)O)c1C(N)=O	0.82	i
OCCN(CCCn1c(-c2ccncc2)nc2ccccc21)c1nc(CN2CCCCC2)cs1	1.92	i
Cn1nc(C(F)(F)F)c(C(=O)Nc2ccc(F)cc2F)c1Sc1cccc(Cl)c1	-0.67	i
COc1cccc(C2=NN(C(=O)c3ccccc3)C(O)(C(F)(F)F)C2)c1 (stereo not given)	-0.13	i
CCC(C)NC(=O)c1cc(Cl)ccc1OC (stereo not given)	0.59	i
CCOCCCNC(=O)c1c(-c2ccccc2)noc1C	-0.08	i
Nc1cc[n+](CC(=O)c2ccccc2)cc1	-1.52	i
COC(=O)c1sc(NC(=S)NNC(=O)c2c(Br)c(C)nn2C)c(C(=O)OC)c1C	0.46	-5.57*
Cc1oc2c(C)c3oc(=O)c(CCC(=O)N4C[C@H]5C[C@@H](C4)c4cccc(=O)n4C5)c(C)c3cc2c1C	-0.38	i

# 4 entries from above, set out differently:
# Below each SMILES: Kir21 inh, CHT inh
- CCC(C)NC(=O)c1cc(Cl)ccc1OC (stereo not given)
 : 0.59, i
- CCOCCCNC(=O)c1c(-c2ccccc2)noc1C
 : -0.08, i
- Nc1cc[n+](CC(=O)c2ccccc2)cc1
 : -1.52, i
- COC(=O)c1sc(NC(=S)NNC(=O)c2c(Br)c(C)nn2C)c(C(=O)OC)c1C
 : 0.46, -5.57*

# The list continues.
Structure	Kir21 inh	CHT inh
CCN(CC)S(=O)(=O)c1ccc(-c2nnc(SCC(C)=O)o2)cc1	0.05	i
CC(=O)OCCNC(=O)c1cccnc1	-0.68	i
COc1ccc(NC(=O)c2sc3nc(N4CCOCC4)c4c(c3c2N)CC(C(C)C)OC4)c(OC)c1 (stereo not given)	0.54	i
COc1ccc(C(=O)NCCNc2ccc([N+](=O)[O-])cc2)cc1	-3.74	i
O=C(O)/C=C/C(=O)Nc1cc(F)ccc1F	0.02	i
NNC(=O)c1cc(C23CC4CC(CC(C4)C2)C3)nc2ccccc12	0.45	i
CC(Cc1cccnc1)NC(=O)c1cc(COc2ccc(F)cc2F)on1 (stereo not given)	0.07	i
COc1ccc(NC2CC(=O)N(c3ccc(C(=O)O)cc3)C2=O)cc1 (stereo not given)	0.33	i
COc1ccc2c(c1)c(C(=O)CN1CCC(C(N)=O)CC1)c(C)n2C	0.72	i
O=S(=O)(NCCC1=CCCCC1)c1ccc(OC(F)(F)F)cc1	1.07	i
COc1ccc(NC(=O)CS(=O)CC(=O)Nc2cc(Cl)ccc2OC)cc1 (stereo not given)	0.69	i
CC(C)(C)NC(=O)CSc1nc(O)cc(=O)n1-c1ccccc1F	-1.24	i
CCOC(=O)c1c(C)nc(SC)c(C#N)c1-c1ccccc1	-1.37	i
CCN(CC(=O)NCc1ccc(Cl)cc1)C(=O)/C=C/c1ccc(C#N)cc1	-0.35	i
CC(Sc1nnc2ccccn12)C(=O)N1CCc2ccccc2C1 (stereo not given)	0.07	i
O=C(N/C(=C\c1ccc(Cl)cc1)C(=O)N1CCCCC1)c1ccco1	-0.03	i
OCc1cc(C(O)CNCCCCCCOCCCCc2ccccc2)ccc1O (stereo not given)	-5.3*	-5.78*!
Cc1csc(SCC(=O)N(C)CC(=O)Nc2ccc(F)cc2)n1	-0.25	i
CC(=O)Nc1cc(C(=O)N2CCCC2)ccc1S(=O)(=O)c1ccc(C)cc1	0.37	i
Cc1ccc(C(=O)C(C)OC(=O)CCN2C(=O)C3C4C=CC(C5CC45)C3C2=O)cc1 (stereo not given)	0.48	i
CCn1c(C)cc(=S)c2ccccc21	1	i
O=C(NCCCN1CCOCC1)c1sc2ccccc2c1Cl	0.22	i
COc1cc(C2C(C#N)=C(N)Oc3n[nH]c(-c4ccccn4)c32)cc(OC)c1OC (stereo not given)	0.09	i
Cc1ccccc1NC(=O)C1C2CCCCC21 (stereo not given)	1.23	i
Cn1c(N)c(S(=O)(=O)N2CCN(c3ccccc3Cl)CC2)c(=O)n(C)c1=O	-0.71	i
CCOP(=O)(OCC)c1nc(-c2ccccc2Cl)oc1N1CCOCC1	0.64	i
CCOc1ccc(OCCNCc2ccc(OC(C)C(=O)N(C)C)c(OCC)c2)cc1 (stereo not given)	-0.07	i
CCNc1ccc(S(=O)(=O)N(C)C)cc1NCC(=O)Nc1c(F)cccc1F	-0.06	i
CCCOc1ccc(Br)cc1CSC(=N)N	-8.18*	-6.07*
Cc1ccc(N2C(=O)N(Cc3ccccc3C)c3ccccc3S2(=O)=O)cc1	1.23	i
O=C(NNS(=O)(=O)c1ccc([N+](=O)[O-])cc1)c1ccncc1	-0.01	i
